# ELG1 repair inh – qHTS screen for small molecules that inhibit ELG1-dependent DNA repair in human embryonic kidney (HEK293T) cells expressing luciferase-tagged ELG1; HEK293T ELG1-luciferase reporter, luminescence, 16 h; DNA damage induced by 5-fluorouridine; Potency, µM (top dose mostly 46.1 µM), without a hit: top-dose activity change, negative = inhibition, actives largely listed as inhibitors; 330,000 tested, 2.3% active; AID 504467, 2011; further: potency means the concentration at half of the fitted maximal effect; on the % scale 0 is the no-effect control and ±100 the full control effect; nearly all actives have a fitted effect of over 55% in size
#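 Reporter activity after DNA damage by 5-fluorouridine is monitored. Compound-treated cells incubate 16 hr at 37 °C, then ONE-Glo is added for 30 min before luminescence reading.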
# Eya2 phos inh – qHTS Assay for Inhibitors of the Phosphatase Activity of Eya2; Protein phosphatase EYA2 (Homo sapiens), O00167; recombinant Eya2, OMFP fluorescence dephosphorylation (OMFP is methylfluorescein phosphate); Potency, µM (doses to about 76.9 µM), inactives show at the top dose activity, negative = inhibition, most hits filed as inhibitors; 330,000 tested, 0.006% active; AID 488837, 2010; further: potency means the concentration at half of the fitted maximal effect; on the % scale 0 is the no-effect control and ±100 the full control effect
#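 Eya2 (0.2 uM) preincubated 10 min at ambient with compound, then OMFP substrate added at 50 uM; 10 min reaction in 50 mM HEPES pH 7.5, 50 mM NaCl, 5 uM MgCl2, 0.05% BSA, 1 mM DTT. Fluorescence read at Ex 485/Em 525 nm.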
# TRPV1 agonist – HTS Assay for Compounds that Act as Agonists of the Vanilloid Receptor 1; TRPV1-expressing cells, Fluo-8 calcium influx, agonist mode; activation, % at 8.33 µM; AID 540275, 2011; 320,000 tested, 0.19% active; Transient receptor potential cation channel subfamily V member 1 (Homo sapiens), Q8NER1; in the data active means activation above about 80%; inconclusive means between about 30% and that limit; further: 0% is about no effect
#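 Fluo-8 calcium influx in TRPV1-expressing cells, kinetic read (ex 480/em 520 nm). Compound added and read 3 min for agonist activity, followed by capsaicin at EC20 final and 2 min further read for enhancement.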
# AT treatment – qHTS Assay for Identifying a Potential Treatment of Ataxia-Telangiectasia. 320,000 tested, 0.19% active. Potency, µM (series often up to 57.5 µM), inactives show top-dose activation, most hits filed as activators. […] A-T fibroblasts, KAP-1 phosphorylation AlphaLISA; neocarzinostatin DNA damage 30 min before lysis; further: potency means the concentration at half of the fitted maximal effect; % of control where 0% means no effect; nearly all actives have a fitted effect of over 45% in size
#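 ATM-like activity read as KAP-1 phosphorylation via AlphaLISA donor/acceptor antibody pairs after lysis and 6 hr at 25C. Cells were ATM-null patient fibroblasts ([…], hTERT), dosed 60 min, then exposed to the DSB inducer NCS for 30 min.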
# TSHR antagonist – Antagonists of the Thyroid Stimulating Hormone Receptor: HTS campaign; Thyrotropin receptor (Homo sapiens), P16473; TSHR-expressing cells, TSH-stimulated cAMP HTRF, 2 h; active compounds read low; activity change, negative = inhibition, % at 11.5 µM; 330,000 tested, 0.2% active; AID 504810, 2011;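 active means activity change below a set negative limit, meaning inhibition stronger than a set level, cut at about -70% in these data; inconclusive means activity change between two set negative limits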; further: on the % scale 0 is the no-effect control and ±100 the full control effect
#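 Antagonism was scored as loss of TSH-driven cAMP in TSHR cells, stimulated with 4nM TSH (EC80) for 2 hours at 37 deg C and detected by homogeneous HTRF competition immunoassay.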
# hERG WT inh – qHTS for Inhibitors of KCHN2 3.1: Wildtype qHTS; Voltage-gated inwardly rectifying potassium channel KCNH2 (Homo sapiens), Q12809; 340,000 tested, 0.37% active; U2OS, BacMam KCNH2, thallium flux FluxOr; active compounds read low; AID 720551, 2013; activity change, % at 1.84 µM;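 active means maximum activity change below -70%; inconclusive means maximum activity change between -70% and -50%; inactive means maximum activity change above -50%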; further: on the % scale 0 is the no-effect control and ±100 the full control effect
# Target sequence (Q12809 whole entry, looked up): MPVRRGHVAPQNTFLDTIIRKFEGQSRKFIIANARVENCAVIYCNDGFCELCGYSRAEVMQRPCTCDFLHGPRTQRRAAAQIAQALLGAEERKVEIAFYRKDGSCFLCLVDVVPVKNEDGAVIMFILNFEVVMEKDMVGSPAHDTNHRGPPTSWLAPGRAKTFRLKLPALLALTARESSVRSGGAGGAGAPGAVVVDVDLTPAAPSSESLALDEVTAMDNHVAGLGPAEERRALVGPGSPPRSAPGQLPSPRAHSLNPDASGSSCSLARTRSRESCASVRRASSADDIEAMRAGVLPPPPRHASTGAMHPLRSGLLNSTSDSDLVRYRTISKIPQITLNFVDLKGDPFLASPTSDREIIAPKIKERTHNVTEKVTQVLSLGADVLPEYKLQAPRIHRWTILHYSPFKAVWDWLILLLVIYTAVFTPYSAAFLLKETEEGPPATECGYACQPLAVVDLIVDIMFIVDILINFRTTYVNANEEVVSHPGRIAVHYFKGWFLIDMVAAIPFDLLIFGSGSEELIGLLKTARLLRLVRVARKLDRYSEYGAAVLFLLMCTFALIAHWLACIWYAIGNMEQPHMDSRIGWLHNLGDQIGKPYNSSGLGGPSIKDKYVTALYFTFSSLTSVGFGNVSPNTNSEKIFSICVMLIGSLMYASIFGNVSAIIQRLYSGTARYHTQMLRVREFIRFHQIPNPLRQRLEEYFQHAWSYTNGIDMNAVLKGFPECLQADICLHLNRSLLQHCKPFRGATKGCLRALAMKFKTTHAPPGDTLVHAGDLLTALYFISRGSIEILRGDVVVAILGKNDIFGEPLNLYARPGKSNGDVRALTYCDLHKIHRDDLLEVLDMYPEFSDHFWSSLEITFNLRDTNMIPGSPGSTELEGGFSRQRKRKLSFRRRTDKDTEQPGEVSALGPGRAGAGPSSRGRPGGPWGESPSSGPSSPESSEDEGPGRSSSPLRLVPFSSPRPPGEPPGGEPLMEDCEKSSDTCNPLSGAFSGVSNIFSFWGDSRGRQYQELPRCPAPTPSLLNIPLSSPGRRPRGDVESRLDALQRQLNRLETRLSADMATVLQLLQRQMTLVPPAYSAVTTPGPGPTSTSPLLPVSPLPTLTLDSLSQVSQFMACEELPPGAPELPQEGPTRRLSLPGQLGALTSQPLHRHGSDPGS
#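 U2OS cells were transduced with wild-type KCNH2 virus (2.03 x 10^8 / mL) for 4 h at room temperature, then cultured overnight at 37 C. Thallium flux was read with FluxOr dye. Rate constants were normalized to DMSO controls.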
# USP2a block – qHTS Assay for Inhibitors of Ubiquitin-specific Protease USP2a Using CHOP2 as the Reporter; Potency, µM (highest dose often 38.3 µM), for inactives: at the highest dose activity change, negative = inhibition, hits mostly inhibitors; 330,000 tested, 0.01% active; USP2 core, Ub-CHOP2 coupled fluorogenic reporter, 485/531; Ubiquitin carboxyl-terminal hydrolase 2 (Homo sapiens), O75604;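 further: potency means the concentration at half of the fitted maximal effect; plate controls were DMSO wells for no effect and full inhibition by NEM control for full effect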
#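 Cell-free coupled assay: 10nM USP2 core preincubated 30min RT with compound in Tris-HCl pH 8.0/CaCl2/CHAPS buffer, then 25nM Ub-CHOP2 and 25nM reporter substrate; fluorescence (Ex 485/Em 531) read after 60min RT, normalized to NEM inhibition, concentration-response curves fitted.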
# KCNH2 3.1 block – qHTS for Inhibitors of KCHN2 3.1: Mutant qHTS; 340,000 tested, 0.95% active; U2OS KCNH2 3.1, thallium flux FluxOr; active compounds read low; activity change, % (tested at about 1.8 µM);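 active means maximum activity change below -70%; inconclusive means maximum activity change from -70% to -50%; inactive means maximum activity change above -50%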;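 further: thallium influx rate constant from kinetic fluorescence after stimulation buffer; on the % scale 0 is the no-effect control and ±100 the full control effect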
#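 Measured as rate of thallium-driven FluxOr signal in transduced U2OS cells carrying the 3.1 channel, read kinetically for 2 min upon stimulation; values are rate constants scaled to DMSO control wells.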
# Mito fusion act – qHTS Assay for Small Molecule Inhibitors of Mitochondrial Division or Activators of Mitochondrial Fusion; Potency, µM (highest dose often 46.1 µM), for the others: at the highest dose growth rescue (activation), hits mostly activators; 320,000 tested, 0.23% active; S. cerevisiae fusion-defective mutant growth rescue, CellTiterGlo 48 h; AID 485298, 2010;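 further: potency means the concentration at half of the fitted maximal effect; % of control where 0% means no effect; nearly all actives have a fitted effect of over 45% in size; temperature-sensitive fusion mutants such as fzo1-1 at 37 °C on non-fermentable ethanol glycerol medium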
#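 Growth-rescue viability read-out: after 48 h at the non-permissive 37C in glycerol/ethanol YPEG, yeast mitochondrial fusion mutants are measured by CellTiterGlo luminescence; compounds (23 nl pinned per well) restoring growth score as division inhibitors or fusion activators.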
# TCR act – Activators of T cell receptors: qHTS campaign; 330,000 tested, under 10 active; Potency, µM (doses to about 9.22 µM), without a hit: top-dose activation of IL-2 secretion, hits mostly activators; primary human leukocytes, anti-CD3, IL-2 HTRF, 48 h; further: % of control where 0% means no effect
#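 Readout: HTRF IL-2, Eu-cryptate/d2 antibody pair, 320nm excitation, 665nm emission. Stimulus: a-CD3 beads, no co-stimulation. Cells: primary human leukocytes. Exposure: 48 hr with compound.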
# Starred values were filed as active, the others as inactive; u = inconclusive; x = not tested or not shown; [ ] = another dose, or the depositor's remark. Unless noted, the call rests on the fitted dose curve; in most records, active means well fitted curve in the direction sought with a large enough effect; inconclusive means small, poorly fitted or top-dose-only effect, or another doubt; inactive means no such curve, though single readings can be large; an effect the other way counts as inactive or inconclusive. Some of the compounds tested. The share of hits here may be higher or lower than overall.
SMILES,ELG1 repair inh,Eya2 phos inh,TRPV1 agonist,AT treatment,TSHR antagonist,hERG WT inh,USP2a block,KCNH2 3.1 block,Mito fusion act,TCR act
CC(=O)c1ccc(N2C(=NC(=O)CCC3CCCC3)SC3CS(=O)(=O)CC32)cc1 (configuration not stated),14%,0%,1,0%,3,23,0%,4,1%,-2%
CNc1nnc(SCC(=O)c2cc(C)n(C3CC3)c2C)s1,u,-16%,9,1%,0,-16,-1%,-13,5%,-1%
CCCCCCCCCCCCCCCC(=O)OC/C=C(C)/C=C/C=C(C)/C=C/C1=C(C)CCCC1(C)C,18%,-11%,1,-8%,2,-19,2%,0,-3%,0%
O=S(=O)(NC1CCC(CNS(=O)(=O)c2c(F)cccc2F)CC1)c1ccc2c(c1)OCCO2 (configuration not stated),x,-18%,x,3%,6,x,1%,x,-4%,x
COc1cccc(C(=O)NN2CC(O)=C(c3nc(C)cs3)C2=N)c1,-20%,5%,2,-6%,6,-1,0%,3,-2%,-3%
Cc1ccc2cc(CCNS(=O)(=O)c3ccc(F)cc3)c(=O)[nH]c2c1C,-22%,-13%,8,-4%,-7,-3,0%,11,4%,0%
CCOC(=O)Cc1csc(NC(=O)/C=C/c2ccccc2Cl)n1,-13%,-26%,u,2%,-4,-1,1%,-17,0%,-3%
CCC(=O)N1CCc2cc(S(=O)(=O)CCC(=O)N3CCN(c4ccc(F)cc4)CC3)ccc21,u,-17%,1,6%,-6,8,2%,8,6%,2%
Cc1ccc(S(=O)(=O)Nc2cccc(C(=O)NCC(c3ccco3)N(C)C)c2)cc1F (configuration not stated),0%,u,2,-3%,9,-4,2%,-9,-6%,-2%
O=C(c1ccccc1)C(Nc1ccccn1)c1ccccc1 (configuration not stated),7%,2%,18,5%,5,-25,1%,-13,6%,-6%
CC(C)c1nc2oc3ccccc3c(=O)c2c(=O)n1-c1ccccc1,u,-1%,-8,2%,-21,2,-1%,-10,-4%,-3%
COc1ccc(S(=O)(=O)NCCOc2ccccc2)cc1-n1cnnn1,1%,17%,0,3%,-3,-3,1%,3,4%,-1%
Cc1nnc(SCC(=O)NNC(=O)C(C)C)[nH]c1=O,u,0%,0,-4%,5,-29,3%,3,3%,7%[46.1 µM]
CC1CCN(c2c(NCc3ccc(C(=O)N4CCN(C5CCCCC5)CC4)cc3)c(=O)c2=O)CC1,16%,4%,22,0%,7,-1,1%,-41,1%,-8%
Cc1ccc(N=C2NC(=O)CS2)cc1C,-3%,3%,4,-5%,5,2,0%,-4,1%,2%
CN(C)c1ccc(CC(=O)c2nc3ccccc3s2)cc1,u,4%,-4,-3%,11,-3,2%,5,-12%,1%[46.1 µM]
COc1ccc(/C=C(/NC(=O)c2ccccc2)C(=O)N/N=C/c2cccs2)cc1OC,u,-20%,-2,-1%,11,-2,-1%,13,-2%,0%
COC(=O)c1c(N2C(=O)[C@H]3[C@@H](C2=O)[C@]2(C(=O)Nc4ccc(C)cc42)N2CCC[C@@H]32)sc(C)c1C,8.2µM*,-13%,19,-1%,-2,x,4%,x,5%,x
COc1ccc(/C=N/n2c(SC)nnc(C(C)(C)C)c2=O)c(OC)c1,5%,-8%,-6,0%,-5,29,5%,-40,1%,1%
CSCCC(NC(=O)c1ccco1)C(=O)NCC(C)(C)N1CCOCC1 (configuration not stated),17%,-4%,-3,-4%,-8,1,3%,-11,1%,x
Cc1ccc(NCCC(=O)c2ccc(Cl)c(Cl)c2)cc1,15%,6%,14,-11%,-5,15,2%,-7,2%,x
Cc1cccc(-c2noc(C3CCCCC3)n2)c1,x,x,12,x,x,8,x,-1,-2%,-4%
CN(CC(=O)Nc1cccc(F)c1)C(=O)C1CC(=O)N(CCc2ccccc2)C1 (configuration not stated),u,12%,-3,6%,8,-3,-1%,-3,1%,-2%
O=C(COC(=O)COc1ccccc1F)NCc1ccco1,16%,2%,x,13%,7,0,1%,x,x,0%[46.1 µM]
c1ccc(-c2nc(N3CCCCC3)nc3ccccc23)cc1,15%,-20%,-3,x,-10,-2,-1%,6,2%,-7%[46.1 µM]
# Going on with the list.
SMILES,ELG1 repair inh,Eya2 phos inh,TRPV1 agonist,AT treatment,TSHR antagonist,hERG WT inh,USP2a block,KCNH2 3.1 block,Mito fusion act,TCR act
O=C(Nc1scc(-c2ccccc2)c1C(=O)O)c1ccc(F)cc1,u,4%,14,-3%,-13,1,0%,-2,-3%,-2%
CC1CN(C(=O)c2cn3ccccc3n2)CC(C)O1 (configuration not stated),u,-11%,-1,4%,-3,-10,1%,-2,1%,-3%
CCOC(=O)/C=C/C(=O)OCC(=O)NC(c1ccccc1)c1ccccc1,-12%,4%,6,9%,14,-1,0%,7,0%,6%[46.1 µM]
O=C(NCc1ccncc1)/C(=C\c1ccc(F)cc1)NC(=O)c1ccccc1,1%,-5%,4,-3%,5,-5,-1%,u,-5%,-1%[46.1 µM]
N#C/C(=C/c1ccc(CNC(=O)C(=O)Nc2cc(Cl)cc(Cl)c2)o1)C(=O)NCc1cccnc1,2%,2%,-4,-8%,-7,-1,2%,3,-5%,-2%[46.1 µM]
CCCNC(=O)c1cc2c(C(F)(F)F)nn(C)c2s1,8%,17%,-10,10%,-18,-6,6%,1,-3%,3%
Cc1cc(C)n(CCC(=O)Nc2ccc(-c3ccno3)cc2)n1,5%,u,-1,9%,16,11,0%,-1,-7%,-4%
CN(C)c1ccc(NC(=O)c2sc(SCC(=O)Nc3ccc(Br)cc3)nc2N)cc1,6%,10%,-1,0%,-2,7,4%,-6,2%,6%
O=C(NCc1ccncc1)C1=NN(c2ccccc2)C(=O)CC1,5%,-17%,8,1%,-9,1,1%,-4,7%,1%
CC(C)NC(=S)NC(=O)c1ccc(-c2ccccc2)cc1,0%,-5%,0,1%,-10,-3,2%,-2,9%,1%[46.1 µM]
Cc1ccc(S(=O)(=O)C2(C(=O)Nc3nccs3)CC2)cc1,6%,-2%,6,5%,15,-5,2%,3,7%,7%
CCOC(=O)C1=C(C)NC(C)=C(C(=O)OCC)C1C1=COCCO1,-2%,15%,2,5%,12,-2,0%,-2,-2%,5%
Cc1ccc(S(=O)(=O)NNC(=O)c2ccncc2)cc1,13%,-1%,-5,0%,8,0,4%,2,-2%,2%[46.1 µM]
COC(=O)Cc1c(O)ccn(Cc2ccc3c(c2)OCO3)c1=O,6%,-11%,-1,5%,2,-22,1%,-4,4%,-7%
Cc1cc(C)nc(NC(=O)c2ccc(OC(C)C)cc2)n1,0%,10%,1,8%,-5,-4,3%,10,1%,-4%
CN(Cc1c(C(=O)N/N=C/c2cccc(F)c2)nnn1-c1nonc1N)c1ccccc1,0%,-11%,u,-18%,2,-7,-2%,0,-2%,11%
CCOC(=O)c1c(NC(=O)CSc2nc3cccnc3n2C)sc(C(C)=O)c1C,u,1%,3,0%,-11,-19,-1%,12,5%,-3%
CC(C)(C)c1ccc(C(=O)NCC(=O)N/N=C/c2cccnc2)cc1,u,6%,2,-2%,-10,-6,-2%,11,11%,1%
Fc1ccc(F)c(C2=NNC(=Nc3ccccc3F)SC2)c1,u,6%,8,-1%,1,15,1%,-5,11%,-7%[46.1 µM]
CCCCn1c(N)c(N(CCC(C)C)C(=O)c2sc3nc4n(c(=O)c3c2C)CCC4)c(=O)[nH]c1=O,-3%,-2%,-2,-3%,8,-6,-1%,4,3%,5%
COC(=O)c1nc(NC(=O)c2ccccc2)n[nH]1,4%,-15%,2,2%,3,-3,0%,9,-2%,-2%
CCOC(=O)c1cc(CC)sc1/N=C/C1C(=O)CC(C)(C)CC1=O,-1%,-13%,5,-13%,8,-25,1%,-75*,0%,-6%[46.1 µM]
CC(=O)NC1C(OCc2ccccc2)OC(CO)C(OC(C)=O)C1OC(C)=O (configuration not stated),2%,-6%,-3,-7%,1,4,0%,-42,-21%,2%[46.1 µM]
CC(/C=C/c1ccccc1F)=N\NC(=O)C(C)C,u,6%,14,1%,6,-3,4%,2,-1%,-3%[46.1 µM]
